# LEDGF integ inh – blockers of LEDGF/p75-dependent integrase strand transfer – biochemical, TR-FRET, high throughput, primary screen; hit rate 0.64% among 370,000; inhibition, % at 3.7 µM; HIV-1 integrase (with human LEDGF/p75); AID 743269, 2014; TR-FRET IN-LEDGF/p75 DNA integration, Eu/Cy5;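 active = inhibition above the screen-wide mean plus 3 SD, cut at about 13% in these data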;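 note: signal is the Cy5 over europium emission ratio at 671 and 618 nm; 0% = plate median of compound wells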
# mABHD4 FP – ABHD4 inhibitors, primary screen, biochemical, fluorescence polarization, mouse; inhibition, % at 8.92 µM; hit rate 0.54% among 370,000; AID 720543, 2013; (Lyso)-N-acylphosphatidylethanolamine lipase (Mus musculus), Q8VD66; purified mABHD4, FP-Rh probe fluorescence polarization;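 active = inhibition exceeding the mean over every tested compound plus 3 SD, cut at about 30% in these data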;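 note: 0% = plate median of compound wells and 100% = S159A mutant with DMSO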
# Target sequence (Q8VD66 whole entry, looked up): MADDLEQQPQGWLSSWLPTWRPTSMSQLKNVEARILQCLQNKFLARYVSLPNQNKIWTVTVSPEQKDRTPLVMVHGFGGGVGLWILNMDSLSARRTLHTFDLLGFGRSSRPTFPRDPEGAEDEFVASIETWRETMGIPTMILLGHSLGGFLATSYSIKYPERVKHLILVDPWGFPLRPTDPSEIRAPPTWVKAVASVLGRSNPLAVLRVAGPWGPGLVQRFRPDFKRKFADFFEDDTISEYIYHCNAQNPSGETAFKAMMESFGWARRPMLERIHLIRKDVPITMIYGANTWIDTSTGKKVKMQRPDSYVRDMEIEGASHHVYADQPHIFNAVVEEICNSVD
#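 Doses – 8.92 µM, single dose · Material – wild-type mouse ABHD4 protein · Replication – single well per compound (singlicate) · Measure – percent inhibition of probe binding, normalized to plate controls · Schedule – 45 min compound pre-incubation plus 60 min probe step, 25 °C · Detection – fluorescence polarization with parallel and perpendicular emission, 525/598 nm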
# HTRA1 inh – HTRA1 serine protease inhibitors, primary screen, biochemical, fluorescence polarization, HTS; Q92743; recombinant HTRA1, FP-rhodamine activity-based probe; inhibition, % at 5.96 µM; hit rate 0.5% among 340,000; in the data active = inhibition above about 36%;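 note: 0% = enzyme with DMSO and 100% = wells lacking enzyme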
# MBD2 inh – inhibitors of MBD2 binding to methylated DNA, primary screen, biochemical, TR-FRET, DNA-binding domain, human; Methyl-CpG-binding domain protein 2 (Homo sapiens), Q9UBB5; MBD2 binding to methylated oligonucleotide; inhibition, % at 4.4 µM; hit rate 0.31% among 370,000; AID 686964, 2013; in the data active = inhibition above about 13%
# PRMT1 FP inh – PRMT1 methyltransferase inhibitors, primary screen, biochemical, fluorescence polarization; Protein arginine N-methyltransferase 1 (Homo sapiens), Q99873; recombinant PRMT1, activity-based probe fluorescence polarization; inhibition, % at 2.79 µM; hit rate 1.3% among 370,000; AID 652257, 2013;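 active = inhibition above about 21% made by adding two undisclosed values, limit read from the data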
# Target sequence (Q99873 whole entry, looked up): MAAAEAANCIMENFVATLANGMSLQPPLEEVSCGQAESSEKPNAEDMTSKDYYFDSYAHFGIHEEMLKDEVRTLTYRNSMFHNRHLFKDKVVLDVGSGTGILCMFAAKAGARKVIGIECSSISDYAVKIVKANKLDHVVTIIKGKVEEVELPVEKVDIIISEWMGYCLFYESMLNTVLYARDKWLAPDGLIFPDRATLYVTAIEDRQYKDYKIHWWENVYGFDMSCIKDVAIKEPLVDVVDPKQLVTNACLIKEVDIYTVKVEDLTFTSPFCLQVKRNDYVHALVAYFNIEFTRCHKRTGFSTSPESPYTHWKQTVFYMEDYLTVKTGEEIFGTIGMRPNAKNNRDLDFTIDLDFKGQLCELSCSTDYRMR
# SIAE primary – human SIAE inhibitors, primary screen, biochemical, fluorescence polarization, FP-Rh probe, 1536-well HTS; Sialate O-acetylesterase (Homo sapiens), Q9HAT2; SIAE FP-Rh probe binding; inhibition, % at 9.66 µM; hit rate 0.69% among 370,000;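 active = inhibition above a cutoff: mean of compounds within the control limits plus 3 SD of those, cut at about 17% in these data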;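 note: 0% = plate median of compound wells and 100% = probe without SIAE protein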
# TDP2 absorb – human TDP2 enzyme inhibitors, primary screen, biochemical, epi absorbance, recombinant enzyme. hit rate 0.34% among 370,000. T5PNP hydrolysis, p-nitrophenol absorbance 415 nm. AID 720702, 2013. Tyrosyl-DNA phosphodiesterase 2 (Homo sapiens), O95551. inhibition, % at 12.8 µM;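 active = inhibition above the mean of all tested compounds plus 3 SD, set per campaign, cut at about 25% in these data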;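 note: 0% = DMSO with enzyme and 100% = buffer with substrate but no TDP2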
# Target sequence (O95551 whole entry, looked up): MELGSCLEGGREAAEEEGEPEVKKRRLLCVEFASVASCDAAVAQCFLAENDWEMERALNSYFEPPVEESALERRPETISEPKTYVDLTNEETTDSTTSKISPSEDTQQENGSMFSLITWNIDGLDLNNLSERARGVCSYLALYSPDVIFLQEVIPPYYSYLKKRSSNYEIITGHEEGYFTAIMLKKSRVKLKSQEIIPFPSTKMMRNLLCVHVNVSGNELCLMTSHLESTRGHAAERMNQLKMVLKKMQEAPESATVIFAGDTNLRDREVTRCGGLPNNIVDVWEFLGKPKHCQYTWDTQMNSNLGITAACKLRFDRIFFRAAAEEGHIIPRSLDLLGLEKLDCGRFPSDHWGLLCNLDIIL
#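 Incubation: 2 h at 37 °C; Test system: recombinant human TDP2; Quantity: enzyme 120 nM; Read-out basis: percent inhibition; Medium: 50 mM Tris-HCl pH 7.5 with Mg2+, KCl, DTT, BSA; Repeats: single replicate; Compound: 12.8 µM single point, 1% DMSO; Signal: epi absorbance; Reagent: 5 mM T5PNP chromogenic substrate; Benchmarks: no-enzyme high, DMSO-plus-enzyme low.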
# GC-B act – human GC-B receptor activators, primary screen, HEK293 GC-B cells, cGMP TR-FRET, EC30 CNP. 0% at EC30 CNP, 100% saturating CNP. AID 1920062, 2024. Atrial natriuretic peptide receptor 2 (Homo sapiens), P20594. activation, % at 10 µM. hit rate 0.11% among 370,000;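 active = activation at 10 µM reaching about 35% in either raw or pattern-adjusted values, limit read from the data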
# TCR-CD3 inh – inhibitors of human TCR-CD3 interaction, primary screen, biochemical, fluorescence, TAMRA-labeled TCR probe; T-cell receptor (TCR); hit rate 0.37% among 360,000; inhibition, % at 9.4 µM; in the data active = inhibition above about 19%;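 note: recombinant mutant TCR 2C K166C tagged with TAMRA read by polarization; 0% = receptor in buffer alone and 100% = receptor with positive control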
# rCAG binder – binders of r(CAG) RNA repeats, primary screen, biochemical, fluorescence | r(CAG) RNA repeat, TO-PRO-1 dye displacement fluorescence | inhibition, % at 3 µM | hit rate 1.3% among 370,000 | AID 651821, 2012;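 active = inhibition above the plate cutoff, the mean of all test compounds on that plate plus 3 SD, cut at about 35% in these data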;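 note: 0% = DMSO alone and 100% = 100 µM mitoxantrone as full dye displacement; higher means more dye released from RNA so lower well fluorescence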
# Active calls of the source: *; x = no result given.
entry	compound	LEDGF integ inh	mABHD4 FP	HTRA1 inh	MBD2 inh	PRMT1 FP inh
1	Cc1ccccc1C(=O)NC(=S)Nc1ccc(Cc2ccncc2)cc1	0	-1	4	-1	-1
2	CCCC12CN3CC(C)(CN(C1)C3c1ccc(OC)cc1)C2=O (stereo unspecified)	2	0	3	0	4
3	COCCCNC(=O)c1ccc(OC)c(OC2CCN(C(C)C)CC2)c1	-1	-3	-8	0	-2
4	O=C(CN1CCOCC1)Nc1ccc(F)cc1	4	-3	2	4	3
5	C=C1C(C(=O)Nc2ccc(OC)cc2)C1C(=O)Nc1ccc(OC)cc1 (stereo unspecified)	-5	3	0	4	2
6	CCCN1CC=C2C(C#N)=C(N)C(C#N)(C#N)C(c3cc(OC)ccc3OC)C2C1 (stereo unspecified)	-2	8	-2	-3	10
7	CC(=O)N/C(=C/c1ccc(OS(=O)(=O)c2ccc(C)cc2)cc1)C(=O)NCCO	-3	3	0	-3	-5
8	COc1ccc(C2NC(=O)CCC2[N+](=O)[O-])c(OC)c1 (stereo unspecified)	0	1	-8	-2	-4
9	Cn1ccc(C(=O)Nc2ccc3c(c2)OCCO3)n1	2	1	1	2	-2
10	COc1ccc(CCc2cc(OC)c(OC)c(OC)c2)cc1	-3	0	-5	-3	-1

entry	SIAE primary	TDP2 absorb	GC-B act	TCR-CD3 inh	rCAG binder
1	-3	5	-4	0	0
2	-7	7	5	-4	0
3	2	-4	4	-1	-3
4	2	4	5	-6	2
5	3	21	0	0	-3
6	2	-16	-14	-1	-13
7	2	2	-2	-2	-3
8	7	12	6	1	-3
9	7	0	3	-12	0
10	-1	-2	-4	6	-2

# A different layout for part of the listing above.
# Sequence of screens: LEDGF integ inh	mABHD4 FP	HTRA1 inh	MBD2 inh	PRMT1 FP inh	SIAE primary	TDP2 absorb	GC-B act	TCR-CD3 inh	rCAG binder
4) O=C(CN1CCOCC1)Nc1ccc(F)cc1
→ 4	-3	2	4	3	2	4	5	-6	2
5) C=C1C(C(=O)Nc2ccc(OC)cc2)C1C(=O)Nc1ccc(OC)cc1 (stereo unspecified)
→ -5	3	0	4	2	3	21	0	0	-3
6) CCCN1CC=C2C(C#N)=C(N)C(C#N)(C#N)C(c3cc(OC)ccc3OC)C2C1 (stereo unspecified)
→ -2	8	-2	-3	10	2	-16	-14	-1	-13

# Additional entries.
entry	compound	LEDGF integ inh	mABHD4 FP	HTRA1 inh	MBD2 inh	PRMT1 FP inh
11	COc1cc(S(=O)(=O)NCCCn2ccnc2)ccc1Cl	-2	3	6	-2	-5
12	COC(=O)C1=C(C)N(Cc2ccc(C(F)(F)F)cc2)C(=NCc2ccccc2)NC1c1ccc(C(F)(F)F)cc1 (stereo unspecified)	-4	31*	x	0	2
13	CCCCn1cnc2sc(-c3ccccc3)cc2c1=O	0	0	-12	-1	0
14	COc1ccccc1NC(=O)CCCCC(=O)Nc1ccccc1OC	-1	1	10	1	-1
15	COc1ccc(-c2noc(CN(C)C(=O)CCN3C(=O)[C@H]4CC=CC[C@H]4C3=O)n2)cc1	4	-5	-1	-6	-1
16	CCC(=O)NC(=S)Nc1ccc(N2CCOCC2)cc1	0	-3	-6	-2	-5
17	CCCN(CC(=O)Nc1ccccc1C)C(=O)COc1ccc2c(c1)CCC2	2	1	-1	-4	-3
18	CN1CCN(C(=O)c2ccccc2N(Cc2ccccc2)S(=O)(=O)c2ccccc2)CC1	0	9	0	2	0
19	NC(=O)CC(NC(=O)Cc1ccc(Br)cc1)c1ccc(NCCc2ccc(F)cc2)c([N+](=O)[O-])c1 (stereo unspecified)	-1	6	-1	1	0
20	CC(C)Oc1ccc(CSc2nnc3n(C)c(=O)c4c5c(sc4n23)CCCC5)cc1	0	-4	4	9	0

entry	SIAE primary	TDP2 absorb	GC-B act	TCR-CD3 inh	rCAG binder
11	1	-2	1	3	-1
12	3	5	-18	2	8
13	0	-4	-13	9	1
14	6	-8	-1	2	-1
15	0	4	2	5	-3
16	10	11	-2	9	-2
17	6	4	-2	8	-5
18	-2	14	-11	-3	-10
19	-10	0	-4	-2	11
20	-2	2	-7	7	4

# One compound at a time, as listed above. Screens in order: LEDGF integ inh, mABHD4 FP, HTRA1 inh, MBD2 inh, PRMT1 FP inh, SIAE primary, TDP2 absorb, GC-B act, TCR-CD3 inh, rCAG binder
# CN1CCN(C(=O)c2ccccc2N(Cc2ccccc2)S(=O)(=O)c2ccccc2)CC1 across the screens: 0, 9, 0, 2, 0, -2, 14, -11, -3, -10
# COc1cc(S(=O)(=O)NCCCn2ccnc2)ccc1Cl across the screens: -2, 3, 6, -2, -5, 1, -2, 1, 3, -1
# C=C1C(C(=O)Nc2ccc(OC)cc2)C1C(=O)Nc1ccc(OC)cc1 (stereo unspecified) across the screens: -5, 3, 0, 4, 2, 3, 21, 0, 0, -3

# (further entries)
entry	compound	LEDGF integ inh	mABHD4 FP	HTRA1 inh	MBD2 inh	PRMT1 FP inh
21	CN(C(=O)c1ccccn1)c1nnc(-c2cccnc2)s1	0	-8	-1	-5	0
22	COc1ccc(CNC(=O)C2CCC(=O)N(C3CCCCCC3)C2)c(OC)c1 (stereo unspecified)	0	-1	-4	-1	-1
23	CC(C)(C)CNC(=O)C1(C)CCN1C(=O)C1(c2ccccc2)CC1 (stereo unspecified)	-2	-15	x	6	5
24	Cc1cccnc1C(NC(=O)C1CCN(CCCOc2ccccc2)CC1)c1ccc(F)cc1 (stereo unspecified)	1	3	x	2	-4
25	O=C(NCCC(=O)N1CCC2(CC1)NCCc1[nH]cnc12)c1ccc(Br)cc1	3	-7	8	-2	-4
26	COc1ccc(CNC(=O)C[C@H]2C[C@H](C(=O)N3CCOCC3)[C@@]3(C)c4[nH]c5cc(-c6ccco6)ccc5c4CCN3C2=O)cc1OC	-3	-5	-1	0	8
27	COc1ccccc1OCC(=O)Nc1cc(C(F)(F)F)ccc1-n1cncn1	3	-8	-5	2	-6
28	Cc1csc2nc(CNS(=O)(=O)N(C)C)cn12	-3	-1	9	3	2
29	O=C(NCCCO)C(=O)c1c(-c2ccccc2)cc2ccccn12	0	-1	3	0	-1
30	CN(Cc1ccccc1F)c1cc2c(c3c1ccn3C)C1CCC2O1 (stereo unspecified)	5	1	x	0	-1

entry	SIAE primary	TDP2 absorb	GC-B act	TCR-CD3 inh	rCAG binder
21	7	21	-2	2	-3
22	0	6	-4	1	-1
23	10	10	5	-12	-3
24	-7	6	-2	-1	-1
25	-8	-17	-1	1	1
26	2	-4	-1	3	6
27	-5	-11	-4	7	-3
28	-3	1	1	-5	5
29	1	5	1	6	-2
30	1	-3	-4	-6	2

# (next part)
entry	compound	LEDGF integ inh	mABHD4 FP	HTRA1 inh	MBD2 inh	PRMT1 FP inh
31	CN1OC[C@@H]2CN(Cc3ccc4c(c3)OCO4)[C@H](c3ccc(-n4ccnc4)cc3)C[C@@H]21	3	-3	x	1	-2
32	O=C(c1n[nH]c2ccccc12)N1CCN(S(=O)(=O)c2ccccc2)CC1	2	1	-5	6	-7
33	Cc1ccc(S(=O)(=O)NCCCCC(NC(=O)OC(C)(C)C)C(=O)O)cc1 (stereo unspecified) (tested in a mixture with another compound)	1	-3	-5	3	1
34	O=C1CSC(c2cccs2)N1c1nncs1 (stereo unspecified)	-1	-2	x	2	5
35	CC(c1ccccc1)C1CC(=O)N(C2CCCCC2)C1=O (stereo unspecified)	0	1	9	-6	1
36	O=C(O)CCNS(=O)(=O)c1cccc2nsnc12	0	-3	-3	-3	-1
37	O=C(COc1ccccc1[N+](=O)[O-])N1CCN(S(=O)(=O)c2ccccc2)CC1	-3	-1	2	1	1
38	Clc1ccc(C(c2nnnn2C2CCCCC2)N(Cc2cccnc2)Cc2ccco2)cc1 (stereo unspecified)	1	-8	-1	1	4
39	CC(NCC(=O)Nc1cc(S(=O)(=O)N2CCOCC2)ccc1Cl)c1ccc(Cl)cc1Cl (stereo unspecified)	6	-19	-36	2	-3
40	O=C(C(Br)=Cc1ccccc1)c1ccccc1	4	-3	-12	-2	8

entry	SIAE primary	TDP2 absorb	GC-B act	TCR-CD3 inh	rCAG binder
31	0	-2	-8	-4	3
32	-2	2	-2	1	0
33	0	-6	0	-2	2
34	-8	-8	1	2	1
35	5	-2	-2	-3	-9
36	3	7	2	8	2
37	-4	3	-6	3	-2
38	0	-4	-15	1	2
39	-23	-21	-19	4	4
40	0	-8	6	-1	-1

# (list continues)
entry	compound	LEDGF integ inh	mABHD4 FP	HTRA1 inh	MBD2 inh	PRMT1 FP inh
41	CC(=O)c1cccc(NC(=O)C2C(c3ccccc3)C2(Cl)Cl)c1 (stereo unspecified)	-4	-14	-43	4	-3
42	COc1ccc(NC(=O)Nc2ccc3nonc3c2)cc1	-4	3	x	-7	2
43	CCOc1ccc(NC(=O)CCC(=O)NNC(=O)COc2ccc(C)cc2Br)cc1	0	3	0	3	2
44	COc1ccc(S(=O)(=O)N2CCC(C(=O)NC3CC3)CC2)cc1C	3	-4	1	-3	6
45	Nc1nnc(CSCc2ccc(Cl)cc2)s1	-1	3	2	3	-3
46	CCOc1ccc(N2CC(C(=O)Nc3cccc(S(=O)(=O)NC4=NCCC4)c3)CC2=O)cc1 (stereo unspecified)	-5	3	-6	4	-3
47	COc1ccc(NC(=O)C2Cc3c(-c4ccc5c(c4)OCO5)ccnc3O2)cc1 (stereo unspecified)	-1	0	x	0	2
48	N#C/C(=C\c1ccc(-c2cccc([N+](=O)[O-])c2)o1)c1nnc(N2CCOCC2)n1-c1ccccc1	-2	3	x	3	0
49	CCOC(=O)c1c(CSc2nc(C)cc(C)c2C#N)n(C)c2cc(Br)c(OC(C)=O)cc12	0	1	-3	0	0
50	Cn1cnnc1SCC(=O)n1c2ccccc2c2ccccc21	3	-16	-6	0	-3

entry	SIAE primary	TDP2 absorb	GC-B act	TCR-CD3 inh	rCAG binder
41	-3	-12	0	9	-2
42	2	-5	-1	-3	0
43	1	5	1	0	-5
44	-5	-2	1	-4	-5
45	2	-7	3	5	7
46	2	5	2	6	2
47	2	-1	14	5	2
48	-2	-1	18	3	6
49	4	8	3	1	3
50	-1	-19	-1	6	8

# Some of the compounds tested; the hit share may differ from the screen's.
